NCI-60 one-dose screen, 48 h, at 10 µM unless noted. Numbers give growth in % (100 = growth as untreated, 0 = no growth, -100 = all killed).
MALME-3M = MALME-3M melanoma. 78,000 compounds, 5.8% hits
UACC-257 = UACC-257 melanoma. 78,000 compounds, 4.4% hits
UACC-62 = UACC-62 melanoma | 81,000 compounds, 5.4% hits | AID 1794756
M14 = M14 melanoma; 80,000 compounds, 6.2% hits
SK-MEL-2 = SK-MEL-2 melanoma. 77,000 compounds, 4.7% hits. AID 1794763
SK-MEL-5 = SK-MEL-5 melanoma; 80,000 compounds, 6.4% hits; AID 1794755
SK-MEL-28 = SK-MEL-28 melanoma; 81,000 compounds, 4.1% hits; AID 1794761
MDA-MB-435 = MDA-MB-435 melanoma. 82,000 compounds, 7.8% hits
An asterisk follows results filed as active; · = no result given; & = joins results of further samples; ! = repeats disagree. The calls were made as follows: active = growth percent below 10; inactive = the rest. Only part of the results is shown; the hit share may differ from the screen's.

The opening 5 records (preview)
The line under a structure holds: M14, UACC-257, UACC-62, MDA-MB-435, MALME-3M, SK-MEL-5, SK-MEL-28, SK-MEL-2
> S=C=Nc1cccc2ccccc12
 : 96, 97, 99, 109, ·, 105, 111, 103
> COc1cc(N(CCCl)CCCl)c(OC)cc1/C=N\Nc1nnc(C)n1N
 : 101, 99, 103, 108, ·, 99, 108, 103
> c1ccc2c(NCCCCCCNc3c4c(nc5ccccc35)CCCC4)c3c(nc2c1)CCCC3
 : 89, 53, 68, 93, 97, 76, 96, 66
> Cc1ccc2oc(=O)c3c(c2c1)OC(/N=C/c1ccccc1)=C(C#N)C3c1ccc([N+](=O)[O-])cc1 (stereo not drawn)
 : 101, 104, 87, 99, 106, 98, 112, 97
> CNCCc1ccc(O)c(O)c1
 : ·, 103, 106, 104, 115, 101, 116, 120

This part in full, previewed entries included:
The line under a structure holds: M14, UACC-257, UACC-62, MDA-MB-435, MALME-3M, SK-MEL-5, SK-MEL-28, SK-MEL-2
> S=C=Nc1cccc2ccccc12
 : 96, 97, 99, 109, ·, 105, 111, 103
> COc1cc(N(CCCl)CCCl)c(OC)cc1/C=N\Nc1nnc(C)n1N
 : 101, 99, 103, 108, ·, 99, 108, 103
> c1ccc2c(NCCCCCCNc3c4c(nc5ccccc35)CCCC4)c3c(nc2c1)CCCC3
 : 89, 53, 68, 93, 97, 76, 96, 66
> Cc1ccc2oc(=O)c3c(c2c1)OC(/N=C/c1ccccc1)=C(C#N)C3c1ccc([N+](=O)[O-])cc1 (stereo not drawn)
 : 101, 104, 87, 99, 106, 98, 112, 97
> CNCCc1ccc(O)c(O)c1
 : ·, 103, 106, 104, 115, 101, 116, 120
> Nc1ccc(Oc2ccc(N)cc2)cc1
 : 96, 108, 95, 103, 97, 106, 107, ·
> C/C(CCl)=N/NC1=NC(C)(CCC2(C)N=C(N/N=C(/C)CCl)SP2(=O)NC23CC4CC(CC(C4)C2)C3)P(=O)(NC23CC4CC(CC(C4)C2)C3)S1 (stereo not drawn)
 : 92, 106, 81, 97, 83, 92, 107, 113
> Oc1cc(Br)c(Br)cc1O
 : 105, 100, 100, 98, 98, 100, 104, 109
> O=[N+]([O-])c1cc(Cl)c(O)c(Cl)c1
 : 107&99, 102&90, 107&91, 110&113, 98&114, 95, 111&106, 102&109
> CC1(C)C(C(=O)c2cn(CCCCF)c3ccccc23)C1(C)C
 : 95, 81, 88, 108, 93, 92, 116, 86
> COC(=O)CC[C@H](Cc1ccccc1)NC(=O)c1csc([C@@H](C[C@H](C(C)C)N(C)C(=O)[C@@H](NC(=O)[C@H]2CCCCN2C)C(C)C)OC(C)=O)n1
 : 20, 67, 34, 1.6*, 74, -13*, 77, 54
> C[C@]12C=CC(=O)C[C@@H]1CC[C@@H]1[C@@H]2C(=O)C[C@]2(C)C(=O)CC[C@@H]12
 : 99, 105, 106, 97, 130, 95, 105, 106
> COc1ccccc1N1CCN(C(C)(C)C)CC1
 : 96, 108, 94, 117, 108, 102, 100, 101
> COc1cc2c(c(Br)c1OC)[C@@H]1N(CC2)C(=O)c2ccccc2[C@]1(C)C(=O)O
 : ·, 100, 94, 103, 82, 106, 112, 116
> COc1cccc2c1c(C(=O)C(=O)Nc1ccn[nH]1)cn2Cc1ccc(F)cc1
 : 101, 104, 92, 121, 112, 106, 110, 94
> CC(=O)O[C@H]1[C@H]2[C@@H](CC[C@H]3C[C@@H](O)CC[C@@]32C)[C@@]2(O)CC[C@H](C(C)=O)[C@@]2(C)[C@@H]1OC(=O)/C=C/c1ccccc1
 : 98, 103, 79, 102, 109, 98, 101, 101
> CCOC(=O)c1cnc(N2CC2)nc1N
 : 106&114, 103&108, 104&99, 96&102, 109&109, 97&106, 112&106, 126&125
> CC(=O)OC1CC2(Cl)C(Cl)=C(Cl)C1(Cl)C2(Cl)Cl (stereo not drawn)
 : 90, 85, 79, 100, 114, 97, 107, 100
> S=C=NCCc1ccccc1
 : ·, 89, 55, 66, 89, -28*, ·, 104
> CCCCCCCCC(=O)NCc1ccc(O)c(OC)c1
 : 101&101, 97, 111&106, 105&102, 76&101, 99&100, 101&133, 96
> COc1cc(OC)c(S(=O)(=O)N(CCCl)CCCl)cc1C(=O)/C=C/c1ccc(C)cc1
 : 86, 90, 74, 80, 83, 97, 102, 92
> O=[N+]([O-])c1no[n+]([O-])c1-c1ccncc1
 : 108, 107, 100, 103, 103, 98, 102, 109
> CCOC(=O)[C@@H](C)C[C@H](Cc1ccccc1)NC(=O)c1csc([C@@H](C[C@H](C(C)C)N(C)C(=O)CNC(=O)[C@H]2CCCCN2C)OC(C)=O)n1
 : -21*, 59, 30, -64*, 76, 14, 57, 28
> O=[N+]([O-])c1ccc(OCc2ccc(S(=O)(=O)F)c(Cl)c2)c(Cl)c1
 : 97, 118, 93, 113, 99, 100, 119, 89
> CC12CCC3C(C/C(=N\OC(=O)c4ccc(N(CCCl)CCCl)cc4)C4=CC(=O)CCC43C)C1CCC2=O (stereo not drawn)
 : 92, 110, 80, 84, 114, 90, 97, 121
> Cc1cc(Cl)ccc1OCCCC(=O)O
 : 101, 94, 96, 97, 103, 106, 116, 99
> Cc1ccccc1NC(=O)NCCN1CC1
 : 98&102, 92&105, 94&112, 94&86, 120&104, 99&100, 112&110, 81&123
> O=P(NC1CCCCC1)(Oc1ccccc1)Oc1ccccc1
 : 109, 96, 74, 101, 93, 97, 108, 114
> NC(=O)C(Br)c1ccccc1 (stereo not drawn)
 : 73, 83, 88, 94, 75, 83, 97, 84
> CC[C@H](C)[C@H](NC(=O)CN(C)C)C(=O)N(C)[C@H](C(=O)NC12C3C4C1C1C2C3C41C(=O)N[C@@H](Cc1ccccc1)C[C@H](C)C(=O)OC)C(C)C (stereo partly drawn)
 : 94, 95, ·, 104, 95, 104, 104, 102
> O=[N+]([O-])c1ccc(C[N+]23CCN(CC2)CC3)cc1
 : 101, 99, 105, 103, 106, 103, 107, 93
> CCOC(=O)N1C2CCCCC21 (stereo not drawn)
 : 107, 109, 107, 100, ·, 105, 110, 114
> O=C(c1ccccc1)C(Cc1ccccc1)N1CCOCC1 (stereo not drawn)
 : 108, 90, 90, 106, 119, 101, 113, 105
> COc1ccc(-c2nc3c(s2)CC[C@@]2(C)C3=CC[C@H]3[C@@H]4CC[C@H](O)[C@@]4(C)CC[C@@H]32)cc1
 : 100, 112, 98, 100, 110, 102, 111, 116
> CC(CN(CCCl)Cc1ccccc1)Oc1ccccc1 (stereo not drawn)
 : 96, 99, 96, 100, 101, 103, 108, 98
> CCCCCCCCOP(OCCCCCCCC)OCCCCCCCC
 : 109, 98, 89, 111, 101, 99, 116, 103
> O=[N+]([O-])c1ccc(OP(=O)(CCl)N(CCCl)CCCl)cc1 (stereo not drawn)
 : 99, 100, 104, 104, 109, 107, 106, 82
> C=CC12CN(C)C3C4COC(CC41)C1(C(=O)Nc4ccccc41)C32 (stereo not drawn)
 : 97, 97, 104, 100, 104, ·, 111, 99
> CC(C)NC(C)(C)C(=O)c1ccccc1
 : 94, 107, 94, 105, 110, 96, 86, 100
> CCC(=O)C1(c2cccc(OC)c2)CCN(C)CC1
 : 104, 98, 101, 112, 89, 104, 103, 109

Among those listed so far, these contain a COOH group:
The line under a structure holds: M14, UACC-257, UACC-62, MDA-MB-435, MALME-3M, SK-MEL-5, SK-MEL-28, SK-MEL-2
> COc1cc2c(c(Br)c1OC)[C@@H]1N(CC2)C(=O)c2ccccc2[C@]1(C)C(=O)O
 : ·, 100, 94, 103, 82, 106, 112, 116
> Cc1cc(Cl)ccc1OCCCC(=O)O
 : 101, 94, 96, 97, 103, 106, 116, 99

Next part:
The line under a structure holds: M14, UACC-257, UACC-62, MDA-MB-435, MALME-3M, SK-MEL-5, SK-MEL-28, SK-MEL-2
> CC(C)(C)NC(=O)CCl
 : 100, 120, 103, 105, 116, 97, 114, 114
> CC(=O)OC1CCC2(C)C(=CCC3C4CC(CN5CC5)C(=O)C4(C)CCC32)C1 (stereo not drawn)
 : 93, 93, 94, 90, 103, 99, 98, 106
> CC12CC[C@H](O)C=C1/C(=N/O)CC1C2CCC2(C)C1CC[C@@H]2O (stereo partly drawn)
 : 96, 111, 94, 91, 80, 103, 103, 99
> CCN(CC)P(=O)(N1CC1C)N1CC1C (stereo not drawn)
 : 101, 97, 109, 111, 104, 112, 108, 118
> CC(Nc1ccccc1)C(=O)N1CC1 (stereo not drawn)
 : 105, 104, 99, 104, 98, 98, 118, 110
> CC1(C)CC(=O)C2=C(C1)N(Nc1ccccc1)c1nc(N)c(C#N)c(N)c1C2c1ccccc1Cl (stereo not drawn)
 : 107, 106, 94, 107, 132, 100, 112, 110
> CC(C)=CCC/C(C)=C\COC(=O)Cc1ccccc1
 : 99, 98, 95, 98, 91, 101, 105, 96
> CC1(C)S[C@H]2CC[C@H]3OC(=O)[C@@H]1N23
 : 106, 116, 93, 93, 101, 111, 108, 94
> CC(=O)O[C@H]1CCC2(C)C(=C/C(=N\O)C3C2CCC2(C)C3CC[C@@H]2OC(C)=O)C1 (stereo partly drawn)
 : 92, 114, 91, 46, 105, 101, 102, 98
> N/C(=N\N=C\c1ccc(-c2ccccc2)cc1)N[N+](=O)[O-]
 : 26, 65, 49, -27*, 44, 20, 54, 47
> CO[C@@H]([CH2][Hg][S]C#N)[C@@H]([CH2][Hg][S]C#N)OC
 : 81, 87, 89, 99, 104, 107, 104, 106
> CC1(C)N=C(N)N=C(N)N1c1ccc(OCCCNC(=O)Nc2cccc(S(=O)(=O)F)c2)c(Cl)c1
 : 40, 37, 31, 41, 73, 31, 69, 63
> CCOC(=O)N(C(C)C)[N+](=O)[O-]
 : 96, 104, 106, 106, 108, 98, 118, 112
> NC(N)=N/N=C\c1c[nH]c2ccc(Br)cc12
 : 94, 69, 101, 98, 77, 68, 100, 100
> COc1cc(/C=C/[N+](=O)[O-])c([N+](=O)[O-])cc1OC
 : 7.3*, 66, -7.9*, 14, 12, 56, 38, -6.7*
> CC[C@H](C)[C@H](NC(=O)Nc1ccccc1)C(=O)N(C)[C@H](C[C@@H](OC(C)=O)c1nc(C(=O)N[C@@H](Cc2ccccc2)C[C@H](C)C(=O)OC)cs1)C(C)C
 : -7.6*, 61, 15, -37*, 41, -70*, 52, -15*
> C[n+]1c(-c2ccccc2)ccc2ccccc21
 : 92, 97, 103, 101, 76, 99, 96, 98
> O=P1(c2ccccc2)Nc2ccccc2N1c1ccccc1 (stereo not drawn)
 : 98, 94, 93, 101, 119, 92, 117, 98
> COc1ccc(CN2CCN(C(=O)COc3ccc(Cl)cc3)CC2)cc1
 : 100, 87, 88, 93, 107, 86, 103, 94
> O=C(O)C(=O)CBr
 : 100, 92, 101, 109, 114, 105, 121, 99

Entries of single compounds, quoted from the list. Order of values: M14, UACC-257, UACC-62, MDA-MB-435, MALME-3M, SK-MEL-5, SK-MEL-28, SK-MEL-2
`CC12CC[C@H](O)C=C1/C(=N/O)CC1C2CCC2(C)C1CC[C@@H]2O` (stereo partly drawn) is listed as 96, 111, 94, 91, 80, 103, 103, 99
`CC1(C)CC(=O)C2=C(C1)N(Nc1ccccc1)c1nc(N)c(C#N)c(N)c1C2c1ccccc1Cl` (stereo not drawn) is listed as 107, 106, 94, 107, 132, 100, 112, 110
`CC[C@H](C)[C@H](NC(=O)Nc1ccccc1)C(=O)N(C)[C@H](C[C@@H](OC(C)=O)c1nc(C(=O)N[C@@H](Cc2ccccc2)C[C@H](C)C(=O)OC)cs1)C(C)C` is listed as -7.6*, 61, 15, -37*, 41, -70*, 52, -15*

Next part
The line under a structure holds: M14, UACC-257, UACC-62, MDA-MB-435, MALME-3M, SK-MEL-5, SK-MEL-28, SK-MEL-2
> O=C(CN1CCCCC1)c1ccc(-c2ccccc2)cc1
 : 95, ·, 100, 108, 113, 105, 103, 94
> C=CCC1(CCC)C(=O)NC(=O)NC1=O
 : 112, 99, 92, 127, 112, 106, 124, 107
> C/C(=C\c1ccc(Cl)c(Cl)c1)[N+](=O)[O-]
 : -87*!, -89*, 92&14, 126, -55*!, 101&85, -25*!, 95&18
> COc1c(O)c2c3c(c1OC)-c1ccccc1CC3N(C)CC2 (stereo not drawn)
 : 93, 103, 95, 104, 105, 108, 117, ·
> CC1=C2C(=C[C@@](C)(COC(=O)c3ccc(S(=O)(=O)F)cc3)[C@@H]2OC(=O)c2ccc(S(=O)(=O)F)cc2)C(=O)[C@](C)(O)C12CC2
 : -46*, 60, -39*, 3.2*, -57*, -97*, 7.5*, ·
> NC1=NCC(c2ccccc2)O1 (stereo not drawn)
 : 92, 119, 96, 119, 111, 97, 129, 104
> c1ccc2c3c([nH]c2c1)CN1CCCCC1C3 (stereo not drawn)
 : 93, 107, 90, 101, 90, 95, 103, 98
> CCCCCC1(CCBr)C(=O)NC(=O)NC1=O
 : 112, 91, 108, ·, 108, 109, 118, 105
> N#Cc1c(N2CCNCC2)nc2c(c1C#N)CCCC2
 : 100, 106, 87, 101, 106, 99, 112, 112
> CC(C)CC1N=C(NN=C2CCCCC2)SP1(=O)NNc1ncccn1 (stereo not drawn)
 : 102, 86, 97, 110, 117, 100, 112, 88

Screening results (PubChem)
